D3 ag – D3 dopamine receptor (human) agonism; D3R DiscoveRx beta-arrestin cells, luminescence, 90 min; max activation, %; hit rate 0.58% among 410,000; AID 652048; in the data active = max activation above about 30%; note: 0% is about no effect; mostly tested at two doses, the higher about 12 µM
Target sequence (P35462 whole entry, looked up): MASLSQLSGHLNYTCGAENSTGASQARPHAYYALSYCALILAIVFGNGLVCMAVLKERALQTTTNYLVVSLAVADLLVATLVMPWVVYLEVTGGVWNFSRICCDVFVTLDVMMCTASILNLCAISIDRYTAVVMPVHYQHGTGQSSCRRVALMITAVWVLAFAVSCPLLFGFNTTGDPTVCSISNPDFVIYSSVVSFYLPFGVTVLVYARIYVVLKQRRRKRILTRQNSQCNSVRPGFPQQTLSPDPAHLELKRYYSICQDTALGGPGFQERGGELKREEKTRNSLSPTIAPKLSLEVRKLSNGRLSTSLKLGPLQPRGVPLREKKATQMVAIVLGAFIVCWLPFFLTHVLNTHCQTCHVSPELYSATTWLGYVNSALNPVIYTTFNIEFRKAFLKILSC
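Agonist mode: compounds and dopamine controls were applied to plated cells for 90 min at 37 degrees C after an overnight attachment at 1500 cells/well. Luminescent read-out followed 30 - 60 minutes at room temperature with DiscoveRx detection reagent.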
HT1080-NT tox – kills 2HG-producing HT-1080-NT fibrosarcoma cells; HT-1080-NT fibrosarcoma viability, CellTiter-Glo ATP luminescence, 48 h; Potency, µM (doses to about 46.1 µM), without a hit: at the top dose activity, negative = less viability, actives largely listed as cytotoxic; hit rate 1.6% among 360,000;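 note: NT is the 2HG producing partner of a matched IDH1 knockdown line; potency is the fitted concentration of half-maximal effect; 0% = DMSO-treated cells and -100% = media-only wells without cells; nearly all actives have a fitted effect of over 55% in size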
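Luminescent CellTiter-Glo readout after 48 hours of compound exposure at 37 degrees C defined viability of HT-1080-NT cells. Activity was normalized to DMSO wells and cell-free media wells; concentration-response curves were fitted and assigned curve classes.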
KB-3-1 cytotox – KB-3-1 parental cell cytotoxicity | KB-3-1 viability, CellTiter-Glo ATP luminescence, 72 h | Potency, µM (top dose mostly 46.1 µM), inactives show top-dose activity change, negative = cytotoxic, actives largely listed as cytotoxic | hit rate 1.4% among 400,000; note: potency is the fitted concentration of half-maximal effect; % is set by controls: 0 for no effect and ±100 for the full control effect; nearly all actives have a fitted effect of over 60% in size
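Cytotoxicity measured as CellTiter-Glo luminescence after 72 h at 37 C. Compound titrations were pinned onto drug-naive KB-3-1 parental adenocarcinoma cells grown in DMEM with 10% FBS, and normalized data fitted to concentration-response curves.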
KB-V1 MDR tox – KB-V1 MDR subline cytotoxicity | Potency, µM (highest dose often 46.1 µM), for inactives: at the top dose activity change, negative = cytotoxicity, most hits filed as cytotoxic | hit rate 3.4% among 400,000 | KB-V1 MDR cells viability, CellTiter-Glo, 72 h; note: potency is the fitted concentration of half-maximal effect; % is set by controls: 0 for no effect and ±100 for the full control effect; nearly all actives have a fitted effect of over 60% in size
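Cytotoxicity via CellTiter-Glo luminescence after 72 h compound exposure at 37 degrees C. Cells: drug-selected KB-V1 line, DMEM phenol-red free plus 10% FBS. Compounds tested at multiple concentrations; normalized data fitted to concentration-effect curves.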
HT1080 IDH1KD tx – toxicity to HT-1080 IDH1 knockdown cells (counter line); hit rate 2% among 360,000; HT-1080 IDH1 knockdown viability, ATP luminescence, 48 h; Potency, µM (series often up to 46.1 µM), for the others: at the top dose activity, negative = toxicity, hits mostly cytotoxic; AID 686971;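 note: potency is the fitted concentration of half-maximal effect; 0% = DMSO wells and -100% = cell-free medium wells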
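Viability of IDH1-knockdown HT-1080 fibrosarcoma cells was assessed by CellTiter-Glo after 48 h at 37 °C with titrated compound; concentration-effect curves were classified by fit quality and response size.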
SW480 rerep – induces DNA re-replication in SW480 colon adenocarcinoma cells | Potency, µM (series often up to 46.1 µM), inactives show at the top dose re-replication activation, most hits filed as activators | hit rate 1.8% among 340,000 | SW480 DNA re-replication, Hoechst DNA content imaging, 48 h | AID 624297; note: potency is the fitted concentration of half-maximal effect; % of control where 0% means no effect; nearly all actives have a fitted effect of over 55% in size
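Compounds, transferred as 23 nL by pin tool, were incubated with cells for 48 hr; DNA content per nucleus was then quantified by Hoechst staining and fluorescence plate imaging.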
DRD3 antagonist – blocks the human D3 dopamine receptor; P35462; D3R cells, DiscoveRx beta-arrestin luminescence, antagonist mode; stronger effect = lower value; max response, negative = inhibition, %; hit rate 2.5% among 360,000; in the data active = max response below about -50%; inconclusive = no clear call, values can overlap the other calls; note: % is set by controls: 0 for no effect and ±100 for the full control effect; mostly tested at two doses, the higher about 12 µM
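Cells plated overnight at 1500 cells/well, then exposed to library compounds with dopamine controls for 90 minutes at 37 degrees C. DiscoveRx reagent added for 30–60 minutes at room temperature; luminescence read, quantitative HTS format.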
GLP1R ag – agonists of human GLP-1 receptor | HEK293 GLP-1R CRE-luciferase, luminescence, 4-6 h; cells express a hypersensitive GLP-1R form | Potency, µM (doses to about 45.6 µM), for the others: top-dose activation, actives largely listed as activators | hit rate 0.007% among 380,000 | AID 624172; note: potency is the fitted concentration of half-maximal effect; % of control where 0% means no effect
Target sequence (P43220 whole entry, looked up): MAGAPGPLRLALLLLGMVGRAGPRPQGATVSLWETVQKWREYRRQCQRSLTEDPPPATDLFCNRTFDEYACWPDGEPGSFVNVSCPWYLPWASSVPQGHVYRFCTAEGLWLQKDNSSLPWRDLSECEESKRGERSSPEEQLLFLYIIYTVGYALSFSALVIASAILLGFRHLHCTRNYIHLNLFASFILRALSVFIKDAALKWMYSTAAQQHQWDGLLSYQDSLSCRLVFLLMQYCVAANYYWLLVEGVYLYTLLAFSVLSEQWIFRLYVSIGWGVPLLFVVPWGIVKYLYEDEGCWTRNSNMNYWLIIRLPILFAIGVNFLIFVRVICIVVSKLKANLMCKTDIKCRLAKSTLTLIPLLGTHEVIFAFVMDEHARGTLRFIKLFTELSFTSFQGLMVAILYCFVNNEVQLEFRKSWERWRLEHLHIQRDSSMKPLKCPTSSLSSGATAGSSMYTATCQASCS
IL-1B inflam inh – inhibitors of inflammasome signaling (IL-1 beta secretion); activity change, % at 57.5 µM; THP-1 LPS/ATP IL-1B secretion, AlphaLISA, 16 h; stronger effect = lower value; hit rate 4.7% among 360,000; in the data active = activity change below about -50%; inconclusive = mostly about -30% to -49%; note: % is set by controls: 0 for no effect and ±100 for the full control effect
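Secreted IL-1B measured by AlphaLISA bead assay after 16 h compound exposure of THP-1 cells; compounds (final up to 57.5 uM) added 1 h before LPS (250 ng/mL) and ATP (1.25 mM) stimulation; lower signal means less secretion.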
Starred values were filed as active, the others as inactive; ? = inconclusive; · = no result given; & = joins results of further samples; [ ] = another dose, or the depositor's remark. Unless noted, calls come from the whole dose curve; as a rule, active = well fitted curve in the direction sought with a large enough effect; inconclusive = small, poorly fitted or top-dose-only effect, or another doubt; inactive = no such curve, though single readings can be large; an effect the other way counts as inactive or inconclusive. An unsorted share of the library, and some 12% of all compounds hit somewhere here.

SMILES	D3 ag	HT1080-NT tox	KB-3-1 cytotox	KB-V1 MDR tox	HT1080 IDH1KD tx	SW480 rerep	DRD3 antagonist	GLP1R ag	IL-1B inflam inh
O=C(c1ccc2ccccc2c1)N1CCN(c2ccccn2)CC1	0	-4%	-18%	-16%	4%	-7%	0	2%	-12
CCOC(=O)c1sc2nc(C)nc(NC3CCC(O)CC3)c2c1C (stereo not drawn)	6	0%	0%	29%	10%	-5%	-12	7%	-2
Cc1ccc(CN2CCN(Cc3c[nH]c4ccccc34)CC2CCO)o1 (stereo not drawn)	-11	-26%	5%	-22%	0%	1%	-9	7%	0
CCCN1CCC(=O)N([C@H](CSc2ccc(C)cc2)Cc2ccccc2)CC1	-26	-25%	0%	-16%	-8%	3%	6	17%	-17
COc1ccc(C(=O)COC(=O)c2ccccn2)c(OC)c1	-3	-2%	-2%	0%	11%	-5%	1	7%	-10
O=C1C=C(c2cccc(Cl)c2)C[C@@H](c2ccc3c(c2)OCO3)C1	0	-7%	?	19%	3%	-2%	-23	16%	-20
CC1(C2CC2)NC(=O)N(CC(=O)Nc2cc(S(=O)(=O)N3CCCCC3)ccc2Cl)C1=O (stereo not drawn)	3	-4%	12%	0%	-2%	-13%	2	-2%	-11
COCCN(Cc1nnc(-c2cccs2)o1)C(=O)CN1C(=O)NC2(CCCCC2)C1=O	-6	-3%	8%	-33%	0%	2%	5	9%	10
Cc1ccc2[nH]c(=O)c(CN(Cc3cccnc3)Cc3nnnn3CCN3CCOCC3)cc2c1	7	21%	11%	15%	8%	-6%	-19	-3%	8
CCc1ccc(NC(=O)N2CCc3ccccc3C2)cc1	-15	3%	3%	-3%	-19%	1%	-11	9%	-10
CCC1=NN2C(=N)/C(=C/c3ccc(OS(=O)(=O)c4ccccc4)cc3)C(=O)N=C2S1	14	-8%	2%	?	0%	?	-12	-3%	-9
CCOc1ccc(C2/C(=C(/O)c3ccc(S(=O)(=O)N4CCCCC4)cc3)C(=O)C(=O)N2CCCOC)cc1OC (stereo not drawn)	1	-2%	·	·	5%	-3%	-9	-2%	10
COC(=O)CSc1nnc(-c2cccnc2)n1-c1cccc(OC)c1	-8	-1%	21%	5%	4%	0%	-2	-5%	19
COc1ccc(Cl)cc1NC(=O)c1ccoc1C	-1	-7%	0%	2%	-4%	-5%	11	1%	2
O=C(OCC(=O)N1CCN(c2ccccc2)CC1)c1ccccn1	1	16%	11%	7%	11%	-7%	-11	1%	-5
CCCCC(=O)OCC(=O)c1[nH]c(C)c(C(C)=O)c1C	6	18%	15%	?	9%	-1%	14	5%	-1
O=C(CCc1ccccc1)NCCCNC(=O)CCc1ccccc1	-1	6%	12%	21%	1%	-11%	0	-2%	3
COCCNC(=O)C1(C)CCCN(Cc2ccc(OC)cc2)C1 (stereo not drawn)	-1	?	0%	6%	11%	·	-5	4%	27
O=C(CSc1cccc2cccc(Cl)c12)NCc1cccs1	-1	-11%	?	-14%	3%	0%	0	12%	-5
C=CCN(C(=O)Nc1ccc(OC)cc1)c1nnc(-c2ccncc2)s1	0	2%	14%	-6%	-4%	-4%	-8	26%	11
COCCNC(=O)C1(C)CCCN(C(=O)c2cc(F)ccc2C)C1 (stereo not drawn)	1	18%	0%	5%	-9%	·	15	0%	17
CCSc1nnc(NC(=O)[C@H](C)N2C(=O)C3CC=CCC3C2=O)s1 (stereo partly drawn)	-1	4%	-4%	?	2%	-17%	4	5%	7
CCN(c1ccccc1)S(=O)(=O)c1ccc(Cl)c(C(=O)OCC(=O)c2[nH]c(C)c(C(C)=O)c2C)c1	2	8%	17%	?	19%	-116%[inhibitor]	-2	1%	5
O=C(Cc1ccccc1[N+](=O)[O-])NCc1ccc2c(c1)OCO2	0	3%	6%	0%	6%	-3%	15	-1%	0
CC1(C)CC(=O)C2=C(C1)Nc1ncnn1C2c1ccccn1 (stereo not drawn)	0	21%	22%	4%	18%	-2%[9.22 µM]	-14	-10%	9
CCOC(=O)CSc1nc2nc(Cl)c(Cl)nc2[nH]1	2	0%	-5%	-3%	0%	·	23	-3%	3
N#CCCNC(=O)Cn1c(COc2ccc(Cl)cc2)nc2ccccc21	8	-6%	8%	-23%	0%	5%	-2	6%	-11
O=C(OCC(=O)N1CCc2ccccc21)c1cccnc1	-7	6%	-3%	3%	11%	-2%	-11	-2%	-13
O=C(N/N=C/c1ccco1)c1cc(-c2ccccc2)n[nH]1	-6	25%	15%	1%	10%	2%[9.22 µM]	18	5%	-3
CCCCOc1ccc(CN2CCSCC2)cc1	-15	4%	20%	0%	6%	-13%	-6	16%	24
CCCOc1ccc(-c2c(=O)n(OCC(=O)OCC)c3ccccc3[n+]2[O-])cc1	2	17%	3%	8%	12%	16%	-1	0%	1
COc1cccc(C2(O)CCN(CC(=O)NCC3CC3)CC2)c1	2	15%	5%	1%	2%	-2%	0	3%	6
CCCCOc1ccc(-c2n[nH]c(=S)n2Cc2ccccc2)cc1	-16	?	-6%	-2%	-5%	3%	-13	15%	30
CSCc1c(C(=O)N2CCCc3ccccc32)oc2ccccc12	-21	-14%	·	·	-4%	?	-18	7%	-1
COC(=O)c1cccc(-n2cnnn2)c1	-3	1%	-2%	20%	8%	-5%	-13	-6%	32
COc1ccc(-c2csc(NC(=O)c3cc(=O)c4ccccc4o3)n2)cc1OC	-1	-1%	0%	?	-1%	-5%	15	-8%	-19
CSc1nc(C)nc(N/C=C(\C#N)S(=O)(=O)c2ccccc2Cl)n1	-5	2%	2%	4%	3%	-11%	-1	0%	5
CCN(Cc1cc2ccccc2[nH]c1=O)C(=O)c1cccc([N+](=O)[O-])c1	-1	4%	13%	-8%	5%	1%	-11	5%	7
COC(=O)C1=C(C)N(c2ccc(S(N)(=O)=O)cc2)C(=O)C1	-5	12%	3%	?	9%	1%	-14	9%	-4
COc1ccc(C(CNC(=O)c2ccc(OCC3CCCO3)cc2)N2CCOCC2)cc1 (stereo not drawn)	-2	-1%	0%	-1%	-6%	4%	?	-1%	-3
Cc1ccn2c(c1)nc(=O)c1cc(S(=O)(=O)N3CCCCC3)ccc12	9&5	18%	16%&-2%	?	15%	2%	15	5%	-10
Cc1ccccc1N(CC(=O)N1CCCCCC1)S(C)(=O)=O	-1	0%	-5%	-13%	8%	12%	-10	6%	16
COCc1ccc(C(=O)N2CCCC(CCC(=O)NCc3ccccc3F)C2)o1 (stereo not drawn)	-1	15µM*	?	?	?	12µM*	2	7%	42
CN1CCN(NC(=O)c2cccc(F)c2)CC1	-10	-5%	-13%	27%	2%	-1%	0	-23%	-1
NC(=N\N=Cc1ccccc1)/C(N)=N/N=Cc1ccccc1	-6	-8%	-19%	16%	-4%	0%	-19	-24%	-6

Nothing new here: an excerpt of the list.
SMILES	D3 ag	HT1080-NT tox	KB-3-1 cytotox	KB-V1 MDR tox	HT1080 IDH1KD tx	SW480 rerep	DRD3 antagonist	GLP1R ag	IL-1B inflam inh
CN1CCN(NC(=O)c2cccc(F)c2)CC1	-10	-5%	-13%	27%	2%	-1%	0	-23%	-1
NC(=N\N=Cc1ccccc1)/C(N)=N/N=Cc1ccccc1	-6	-8%	-19%	16%	-4%	0%	-19	-24%	-6

The list continues:
SMILES	D3 ag	HT1080-NT tox	KB-3-1 cytotox	KB-V1 MDR tox	HT1080 IDH1KD tx	SW480 rerep	DRD3 antagonist	GLP1R ag	IL-1B inflam inh
CCCN1CCN(CCCNC(=O)c2ccc3nc(N4CCCCC4)sc3c2)CC1	-9	-3%	?	-18%	-2%	26%	-20	14%	-9
O=C1C2C3C=CC(CC3)C2C(=O)N1/N=C/c1c[nH]c2ccccc12 (stereo not drawn)	0	-7%	-3%	-15%	4%	-1%	-14	6%	-8
CN(C)/C=C/C1=C([N+](=O)[O-])C(c2cccc([N+](=O)[O-])c2)NC(=O)N1 (stereo not drawn)	6	0%	2%	4%	2%	2%	11	-1%	-4
C=CCc1ccc(OCC(O)CN2CCC(Cc3ccccc3)CC2)c(OC)c1 (stereo not drawn)	-17	?	0%	21µM*	-9%[9.24 µM]	?	-24	-13%	?
NC(=O)NOCc1c(F)cccc1Cl	3	8%	-5%	0%	5%	-22%	1	14%	-15
COc1cccc(NC(=O)N2CCC(NC(=O)C3CCCCC3)CC2)c1	2	14%	-3%	-21%	-5%	-9%	4	4%	-4
Cc1cc(=O)[nH]c(Nc2ccc(C(=O)OC(C)C)cc2)n1	6	4%	6%	-18%	0%	0%	12	-27%	-5
O=C(/C=C/c1cn(-c2ccccc2)nc1-c1cccnc1)NCCN1CCOCC1	-3	4%	7%	-1%	0%	-3%	3	27%	-17
CCOC(=O)c1ccccc1NC(=O)CN1C(=O)NC(C)(CCc2ccccc2)C1=O (stereo not drawn)	-16	-3%	-2%	-20%	?	13%	-29	4%	-8
CN(C)S(=O)(=O)c1ccc(Cl)c(NC(=O)COC(=O)[C@@H]2CCCN2C(=O)c2cccs2)c1	2	1%	4%	3%	6%	-86%[inhibitor]	22	11%	10
CCCc1c(C)c2ccc(OCC(C)=O)cc2oc1=O	4	3%	3%	-12%	7%	2%	0	?	?
CCCOC(=O)/C(C)=N\NC(=O)c1ccco1	-6	13%	11%	12%	14%	-5%	-6	0%	9
COC(CNC(=O)c1cc(C(=O)c2c(-c3c(Cl)cccc3Cl)noc2C)c[nH]1)OC	-9	0%	-7%	-2%	3%	-3%	0	0%	19
Cc1ccc(S(=O)(=O)Nc2ccccc2C=Nc2cccc(C)c2C)cc1	6	-13%	-2%	-9%	-21%	4%	2	-17%	25
COC(=O)c1ccccc1NC(=O)CN(Cc1ccccc1)S(C)(=O)=O	-4	-7%	-26%	-21%	2%	10%	?	12%	-4
